S aureus QS inh = blocks AIP-induced quorum sensing reporter in S. aureus. S. aureus RN6390 RNAIII-GFP reporter, flow cytometry 3 h. inhibition, % at 2 µM. hit rate 0.3% among 24,000. AID 527;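 active means share of bacteria positive for the green fluorescent reporter and its mean brightness both inhibited by 50% or more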;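 further: 0% = AIP-stimulated control and 100% = unstimulated bacteria without AIP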
S aureus QS inh GFP MFI % = second read-out of S aureus QS inh, no call of its own (marks repeat the call); inhibition, %; measured here: inhibition of GFP MFI
Active calls of the source: *.

SMILES	S aureus QS inh	S aureus QS inh GFP MFI %
COc1ccc(CN(C(=O)CSc2nnc(-c3ccccc3F)o2)c2ccc(F)cc2)cc1	0	-10
COCCCNC(=O)CCN1C(=O)COc2ccccc21	-1	-8
COc1ccc(-c2nc3c(n2O)CCC/C3=N\O)cc1	0	2
Cc1ccnc(NC(=O)C2CCCN(S(=O)(=O)c3cnc[nH]3)C2)c1 (configuration not stated)	-1	-6
COC(=O)CN1C(=O)CC(C)(C)Sc2ccccc21	0	-27
Cc1ccc(-c2nc(NC(=O)CSc3nnnn3-c3ccccc3)ns2)cc1	-3	-18
Cc1nc2ccccc2c2oc(C(=O)NCCN3CCCCC3C)cc12 (configuration not stated)	1	4
CCOc1cc2[nH]c(=S)n(CCCN3CCCC3=O)c(=O)c2cc1OCC	-4	-13
COc1ccccc1-n1c(CNC(=O)c2ccco2)nnc1SCC(=O)Nc1cc(C)ccc1C	-2	-21
CCCN(Cc1cc2ccc(C)cc2[nH]c1=O)C(=O)c1cccnc1	3	13
Cc1ccc(Cn2nnc3c(=O)n(Cc4cccc(C)c4)cnc32)cc1	-2	-16
Cc1c(NC(=O)CCc2ccc(S(=O)(=O)N3CCOCC3)cc2)c(=O)n(-c2ccccc2)n1C	0	-4
CC(C)Cn1c(CN2CCN(c3ccccc3F)CC2)nc2c1c(=O)[nH]c(=O)n2C	3	26
O=C(c1cccc(N2CCCC2=O)c1)N1CCN(c2ccccc2)CC1	1	7
CN(CC(=O)NCCC1=CCCCC1)S(=O)(=O)c1ccc2c(c1)c(=O)n(C)c(=O)n2C	29	37
Clc1ccc(Cn2ncc3c(NCc4cccnc4)ncnc32)cc1	5	15
O=C(O)C1CCN(C(=O)c2scc3c2OCCO3)CC1	6	10
COc1ccc(-c2nnc(SCC(=O)NC(C)c3ccccc3)o2)cc1 (configuration not stated)	0	5
O=C1CC(=O)CC(c2ccco2)C1	1	8
COC(=O)Cn1nc(-c2ccccc2)n(-c2ccccc2)c1=S	2	15
Cc1nnc(SCC(=O)Nc2ccc3c(c2)OCCO3)n1CC1CCCO1 (configuration not stated)	0	-37
COc1ccc(CCn2c(-c3ccco3)nc3ccccc3c2=O)cc1OC	-2	-4
Cc1ccc(CCNC(=O)c2nnn(-c3cc(C)cc(C)c3)c2N)cc1	8	36
CN1CCN(Cc2c(O)ccc3c(=O)c(Oc4ccccc4Cl)c(C(F)(F)F)oc23)CC1	1	6
O=C(CCNS(=O)(=O)c1ccc(Br)s1)N1CCCCC1	-3	-9
CCOC(=O)CSc1cc(=O)n(C)c2cc(Cl)ccc12	0	18
CS(=O)(=O)N1CCCC(C(=O)NC2CCCCCCC2)C1 (configuration not stated)	2	7
C=C(C)COc1ccc(-c2nc(N)ncc2Oc2ccccc2OCC)c(O)c1	9	16
CS(=O)(=O)N1CCC(c2noc(-c3ccc(C(F)(F)F)cc3)n2)CC1	0	-57
COc1cccc(NC(=O)CSc2nccn2-c2cccc(OC)c2)c1	0	23
O=C(Cn1ccc2ccccc2c1=O)N1CCN(Cc2ccc3c(c2)OCO3)CC1	-2	-4
CCN(CC)CCCNC(=O)Cn1cc2c(n1)CCC(C)C2 (configuration not stated)	7	24
Cc1cc(-n2c(SCC(=O)NCc3cccs3)nc3n[nH]c(C)c3c2=N)ccc1Cl	13	37
COc1ccccc1-c1cc(N)n[nH]1	-2	2
COc1ccccc1NC(=O)CC(NCc1ccccc1)C(=O)O (configuration not stated)	1	6
COc1cccc(C2=NOC(C(=O)NCc3ccccn3)C2)c1 (configuration not stated)	-2	-2

Some of the entries so far, with two lines to a compound.
Order of values: S aureus QS inh, S aureus QS inh GFP MFI %
- Cc1cc(-n2c(SCC(=O)NCc3cccs3)nc3n[nH]c(C)c3c2=N)ccc1Cl
 : 13, 37
- COc1ccccc1-c1cc(N)n[nH]1
 : -2, 2
- COc1ccccc1NC(=O)CC(NCc1ccccc1)C(=O)O (configuration not stated)
 : 1, 6
- COc1cccc(C2=NOC(C(=O)NCc3ccccn3)C2)c1 (configuration not stated)
 : -2, -2

Going on with the list.
SMILES	S aureus QS inh	S aureus QS inh GFP MFI %
Cc1ccc(S(=O)(=O)c2c(C)nn(C(C)(C)C)c2OC(=O)c2cccs2)cc1	-13	-34
CCOC(=O)Cc1c(C)c2c(O)cc(O)cc2oc1=O	0	10
Cn1c(=O)[nH]c(=O)c2c1nc(CN1CCN(c3ccc(F)cc3)CC1)n2CCc1ccccc1	-1	3
Cn1c(=O)cc(OCCCC(=O)NCCN2CCN(c3ccccc3F)CC2)c2ccccc21	5	42
CCOC(=O)N1CCC(NC(=O)CCC(=O)N2CCOc3ccc(C)cc32)CC1	-8	-16
CCOC(=O)c1c(C)[nH]c(C(=O)COC(=O)c2ccc(F)c(S(=O)(=O)N3CCOCC3)c2)c1C	0	14
COc1ccccc1N1CCN(CC(=O)Nc2ccc(C)c(F)c2)CC1	0	8
Nc1ncnc2oc(-c3ccco3)c(-c3ccco3)c12	-1	5
CC1CC(C)CN(CCCNC(=O)CC2Oc3ccccc3NC2=O)C1 (configuration not stated)	0	0
COC(=O)C(C)Sc1nnc(Cc2cc(=O)[nH]c(=O)[nH]2)n1-c1ccc(OC)cc1 (configuration not stated)	1	4
O=C(CCNC(=O)Cn1ccc2ccccc2c1=O)NCCN1CCc2ccccc2C1	-7	-16
Cn1cc(Cl)c(C(=O)NC2CCCC2)n1	-3	-15
COc1cc2[nH]c(=O)n(CCCCCC(=O)N3CCN(c4ccccn4)CC3)c(=O)c2cc1OC	0	-23
Cc1ccc2c(c1)NC(=O)C(CC(=O)Nc1ccc(CN3CCC(C)CC3)cc1)O2 (configuration not stated)	13	24
Cc1noc(C)c1CSc1nnc2scc(-c3ccccc3)n12	1	5
CCOc1ccc(-n2c(SCC(=O)NCc3ccco3)nc3c([nH]c4ccccc43)c2=O)cc1	-2	-10
COc1ccc(CNC(=O)c2noc3c2CCCCC3)cc1	10	15
CCn1c(=O)n(CC(=O)N2CCN(c3ccccc3F)CC2)c(=O)c2ccccc21	6	12
COc1cccc(OCCOCCN(C)CCO)c1	-1	2
O=C(CN1CCOCC1)N1CCCc2c1c(=O)oc1ccc(OCc3ccccc3)cc21	8	27
CCOC(=O)c1c[nH]c2c3c(ccc2c1=O)CCCC3	-3	-2
CCN1CCN(c2ncc(C(=O)Nc3cc(Cl)c(OC)cc3OC)c3ccccc23)CC1	5	11
Cc1ccc2cccc(SCC(=O)N3CCOCC3)c2n1	0	-14
COc1cc(C2CC(=O)NC3=C2C(=O)CC(C)(C)C3)ccc1O (configuration not stated)	0	0
CCCCCC(C)n1[nH]c(=O)c2c(C)cc(C)nc21 (configuration not stated)	-1	7
O=C(CCCn1c(=O)c2sccc2n(Cc2ccc(F)cc2)c1=O)NCc1ccco1	0	13
CCC1c2ccc(C)n2CCN1C(=O)Nc1ccccc1C(=O)OC (configuration not stated)	3	6
Clc1ccc(Cc2nnc(-c3ccccc3Br)o2)cc1	-2	11
CCOC(=O)N1CCC(N2Cc3cccc(C(=O)NCc4ccc(C)cc4)c3C2=O)CC1	10	34
CCCCNC(=O)CSc1nc2ccccc2c(=O)n1C1CCCC1	9	21
Cc1cc(=O)n2nc(N3CCC(C(=O)NCc4cccnc4)CC3)sc2n1	-3	-6
O=C(c1cc(-c2ccc(Cl)c(Cl)c2)on1)N1CCN(c2ccccc2)CC1	-5	-13
CCOC(=O)n1c(SCC(=O)N(CC)CC)nc2ccccc21	-1	-6
Fc1cc(Br)ccc1Nc1nc2ccccc2n2nnnc12	-6	-6
CN(CC(=O)Nc1nc2ccccc2s1)S(=O)(=O)c1ccc(Cl)cc1	-1	3
CN(C)c1ccc(C2C3C(=O)NC(=O)C3ON2c2ccc(Cl)cc2)cc1 (configuration not stated)	2	47

4 entries from above, as labelled records.
> CCCCCC(C)n1[nH]c(=O)c2c(C)cc(C)nc21 (configuration not stated)
  S aureus QS inh = -1; S aureus QS inh GFP MFI % = 7
> O=C(CCCn1c(=O)c2sccc2n(Cc2ccc(F)cc2)c1=O)NCc1ccco1
  S aureus QS inh = 0; S aureus QS inh GFP MFI % = 13
> CCC1c2ccc(C)n2CCN1C(=O)Nc1ccccc1C(=O)OC (configuration not stated)
  S aureus QS inh = 3; S aureus QS inh GFP MFI % = 6
> Clc1ccc(Cc2nnc(-c3ccccc3Br)o2)cc1
  S aureus QS inh = -2; S aureus QS inh GFP MFI % = 11

Additional entries follow:
SMILES	S aureus QS inh	S aureus QS inh GFP MFI %
COCCNC(=O)c1ccc(CS(=O)(=O)c2ccc(C)cc2)o1	-4	-13
Cc1cc(C)n(-c2nncn2/N=C/c2ccccc2F)n1	2	13
CCC(=O)Nc1cc(C)c(NC(=O)C23CC4CC(CC(C4)C2)C3)cn1	-1	-17
COc1cccc(-c2cc(C(=O)Nc3cnn(Cc4ccc(F)cc4)c3)no2)c1	-2	-22
CCOC(=O)c1c(C)c(C(=O)NCCCN2CCCC2=O)c(C)n1CC	-1	5
CSCC[C@@H](C(=O)Nc1ccc2c(c1)OCCO2)N1Cc2ccccc2C1=O	-4	-22
COc1cc(C2N=C(c3ccccc3)NO2)cc(Br)c1O (configuration not stated)	0	9
CC(=O)N1CCCc2cc(S(=O)(=O)N(C)CCC#N)ccc21	0	18
CCOc1ccc(/C(O)=C2/C(=O)C(=O)N(Cc3cccnc3)C2c2ccc(N(C)C)cc2)c(C)c1 (configuration not stated)	-2	-3
CCOC(=O)c1cccc(NC(=O)CN(c2ccc(C)cc2)S(=O)(=O)c2c(C)n[nH]c2C)c1	25	44
O=C(NC1CCN(Cc2ccccc2)CC1)C1CCCN(S(=O)(=O)c2cccc3nonc23)C1 (configuration not stated)	-3	-6
COc1ccc(-n2c(Cc3cccn3C)nnc2SCC(=O)Nc2ccccc2F)cc1	-5	-4
CCn1c(=O)c(C(=O)NCc2ccc(OC)cc2)c(O)c2ccccc21	0	-19
CCOC(=O)N1CCN(c2c(N3CCC(N4CCCCC4)CC3)c(=O)c2=O)CC1	2	4
CC1(C)CC(=O)C2=C(C1)N(c1ccc(F)cc1)C(=O)CC2c1cccnc1 (configuration not stated)	-6	-27
Cc1cccc(CCNC(=O)c2nnc(Cc3ccc(Cl)cc3)o2)c1	0	30
Cc1onc(-c2ccccc2Cl)c1C(=O)NCCn1c(C)cc2ccccc21	-1	-2
O=CN1CCN(C(C(=O)NC2CCCC2)c2ccc(Cl)cc2)CC1 (configuration not stated)	0	1
CCC(Sc1nc2n[nH]c(C)c2c(=N)n1-c1cccc(Cl)c1C)C(=O)N(CC)CC (configuration not stated)	-2	-1
Cc1cnc(C(=O)NCCc2ccc(S(=O)(=O)NC(=O)NC3CCCCC3)cc2)cn1	-2	-4
CC(=O)N1CCN=C1SCc1ccccc1F	-2	-23
Cn1c(=O)c2c(nc(NCC3CCCO3)n2C)n(C)c1=O (configuration not stated)	0	8
O=C(CCC(=O)N(c1cccc(F)c1)C(C(=O)NC1CCCC1)c1ccncc1)Nc1cccnc1 (configuration not stated)	2	-6
CCOC(=O)c1c(N)c(C#N)nn1-c1ccccc1C(=O)OC	-1	-39
N=C1C(c2nc3ccccc3c(=O)[nH]2)=C(O)CN1CCc1ccccc1	40	43
CC(NC(=O)c1noc2c1CCCC2)c1ccccc1 (configuration not stated)	-4	4
CCOc1cc(C2C(C(=O)O)c3cc(OCC)c(OCC)cc3C(=O)N2C)ccc1O (configuration not stated)	1	2
COc1ccc(OCCSc2nc3ccccc3n2CC(=O)O)cc1	0	-3
Cn1c(C(=O)NCCc2ccsc2)cc2c(=O)n(C)c3ccccc3c21	3	20
CCN1CCN(C(c2cccs2)C(C)NC(=O)c2c(F)cccc2F)CC1 (configuration not stated)	5	21
Cc1ccc(-c2nn3c(C)nnc3s2)cc1NC(=O)C(C)C	-2	-24
COc1cccc(CNC(=O)Cn2cccc2)c1	0	13
O=C(NCCN1CCN(c2ccccc2)CC1)c1ccc(NC(=O)C2CCCO2)cc1 (configuration not stated)	-1	-20
O=C(NCCN1C(=O)C2C3C=CC(C3)C2C1=O)NCc1ccccc1 (configuration not stated)	1	13
Cc1ccc2cc3cc(C(=O)N4CCCCC4C)oc3nc2c1 (configuration not stated)	-2	-8
COC(=O)c1cc2c(s1)CS(=O)C2 (configuration not stated)	0	6

Fetched one by one from the list above (five):
SMILES	S aureus QS inh	S aureus QS inh GFP MFI %
CC1CC(C)CN(CCCNC(=O)CC2Oc3ccccc3NC2=O)C1 (configuration not stated)	0	0
CCOC(=O)c1cccc(NC(=O)CN(c2ccc(C)cc2)S(=O)(=O)c2c(C)n[nH]c2C)c1	25	44
CCOC(=O)Cc1c(C)c2c(O)cc(O)cc2oc1=O	0	10
Cn1c(=O)[nH]c(=O)c2c1nc(CN1CCN(c3ccc(F)cc3)CC1)n2CCc1ccccc1	-1	3
CN(C)c1ccc(C2C3C(=O)NC(=O)C3ON2c2ccc(Cl)cc2)cc1 (configuration not stated)	2	47

New compounds follow
SMILES	S aureus QS inh	S aureus QS inh GFP MFI %
O=C(NCCC1=CCCCC1)C1CC(=O)N(C2CCCCC2)C1 (configuration not stated)	1	8
COc1ccc(CCNC(=O)C2CCCN(C(=O)N(C)C)C2)c(OC)c1 (configuration not stated)	-1	-10
CCOC(=O)N1CCN(C(=O)c2ccc3c(=O)n(Cc4ccc(OC)cc4)c(=S)[nH]c3c2)CC1	1	6
COc1ccc(-c2nnc(NC(=O)c3ccc(S(=O)(=O)N4CCCc5ccccc54)cc3)o2)cc1	-2	9
CCOC(=O)N1CCN(C(=O)CSCc2nc(-c3ccccc3C)oc2C)CC1	2	7
CC1CCCN(C(C(=O)Nc2ccc3c(c2)OCCO3)c2ccccc2)C1 (configuration not stated)	99*	93*
COCCN1C(=O)c2ccccc2C(C(=O)NCCCN2CCCC2=O)C1c1c[nH]c2ccccc12 (configuration not stated)	4	16
Cc1ccc(NC(=O)C2CCN(S(=O)(=O)c3c(C)n[nH]c3C)CC2)nc1	0	26
CCOc1ccc(NC(=O)c2ccccc2OC)cc1	-2	2
CCn1cc(C2=NOC(C(=O)Nc3cc(OC)c(Cl)cc3OC)C2)c(C)n1 (configuration not stated)	5	56
COc1ccc(NC(=O)C2CCCN2S(=O)(=O)c2cccc3cccnc23)c(OC)c1 (configuration not stated)	-1	-1
COc1ccc(COC(=O)c2n[nH]c3ccccc23)cc1F	2	8
CN(CCO)CC(O)Cn1cnc2c1c(=O)n(C)c(=O)n2C (configuration not stated) (tested in a mixture with another compound)	0	14
CCN(C(=O)Cc1c(C(=O)O)[nH]c2ccccc12)c1cc(OC)ccc1OC	0	4

From PubChem

Only part of the results is shown, so the mix of outcomes need not match the whole.
